# Rhodamine fluor: qHTS Assay for Spectroscopic Profiling in Rhodamine Spectral Region; Rhodamine-region fluorescence, 547/598 nm, Tris buffer; active compounds read high; max dye-equivalent concentration, M; 59,000 tested, 0.05% active; AID 594, 2007; in the data active = max dye-equivalent concentration above about 11 nM; inconclusive = between about 1.1 nM and that limit
#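 A six-point rhodamine series on each plate calibrates the signal. Compounds sit in 100 mM Tris (pH 8.0) for 15 min at ambient temperature before imaging through 547 nm/598 nm filters.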
# Pol III holo inh: qHTS Assay for Inhibitors of DNA Polymerase III Holoenzyme System | Potency, µM (series often up to 57.1 µM), without a hit: top-dose activity change, negative = inhibition | reconstituted DNA polymerase III holoenzyme replication, biochemical | AID 603, 2007 | 71,000 tested, 0.25% active; note: potency is the fitted concentration of half-maximal effect; % is set by controls: 0 for no effect and ±100 for the full control effect
#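 Reconstituted *E. coli* holoenzyme (0.35 nM Pol III, 1 nM beta, 154 nM SSB, 2 nM primase) was preincubated with compound for 15 min at RT. Synthesis on 1.4 nM ssM13Gori ran 35 min, then was stopped with PicoGreen/EDTA and read as dsDNA fluorescence.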
# BRCT PPI green: qHTS Assay for Inhibitors of BRCT-Phosphoprotein Interaction (Green Fluorophore); Breast cancer type 1 susceptibility protein (Homo sapiens), P38398; BRCA1 BRCT-phosphopeptide binding, green fluorescence polarization; Potency, µM (highest dose often 76.9 µM), inactives show at the top dose activity change, negative = inhibition, hits mostly inhibitors; 75,000 tested, 0.05% active; AID 875, 2007;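 note: potency is the fitted concentration of half-maximal effect; plate controls were peptide without protein for full effect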
#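 Compounds were incubated for 12 min at room temperature with a complex of 100 nM fluorescein-tagged pBACH1 decapeptide and 250 nM His-tagged BRCT protein. Buffer was phosphate pH 7.3 with EDTA, DTT and Tween 20. Disruption of binding lowers the polarization signal.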
# ALOX15 inhib: qHTS Assay for Inhibitors of 15-hLO (15-human lipoxygenase); Polyunsaturated fatty acid lipoxygenase ALOX15 (Homo sapiens), P16050; purified 15hLO-1, xylenol orange hydroperoxide absorbance; Potency, µM (titrated, usually from 57.1 µM), for the others: at the highest dose activity change, negative = inhibition, usual class: inhibitors; 74,000 tested, 1.4% active; AID 887, 2007; note: potency is the fitted concentration of half-maximal effect; % is set by controls: 0 for no effect and ±100 for the full control effect; nearly all actives have a fitted effect of over 55% in size
#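 Purified human 15hLO-1 (40 nM) in 25 mM Hepes pH 7.5, 0.01% Triton X-100, preincubated 15 min RT with compound, then 50 uM arachidonic acid for 6 min. Hydroperoxide read by ferrous/xylenol orange, 30 min; 573/405 nm absorbance ratio gave progress.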
# BRCT inh red: qHTS Assay for Inhibitors of BRCT-Phosphoprotein Interaction (Red Fluorophore); AID 892, 2007; BRCT-phosphopeptide binding, red fluorescence polarization; 75,000 tested, 0.03% active; Breast cancer type 1 susceptibility protein (Homo sapiens), P38398; Potency, µM (titrated, usually from 76.9 µM), without a hit: top-dose activity change, negative = inhibition, hits mostly inhibitors; note: % is set by controls: 0 for no effect and ±100 for the full control effect
#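 Rhodamine-labelled pBACH1 10-mer (100 nM) bound to BRCT domain (100 nM) at pH 7.3; compounds incubated 12 min room temperature, polarization read. Free peptide defines full inhibition; unlabelled decapeptide titrated as control.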
# HEK293 cAMP ctrl: qHTS Assay for Agonists of the Thyroid Stimulating Hormone Receptor: Activators of Intracellular cAMP Concentrations in Parental HEK 293; parental HEK293 CNG cAMP sensor, membrane potential fluorescence; Potency, µM (top dose mostly 57.1 µM), for inactives: at the highest dose activation, hits mostly activators; 73,000 tested, 2.5% active; AID 938, 2007; note: potency is the fitted concentration of half-maximal effect; % of control where 0% means no effect; nearly all actives have a fitted effect of over 55% in size
#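 Parental HEK 293 cells stably expressing a cAMP-gated CNG channel were loaded with membrane potential dye containing 100 uM RO 20-1724 for 60 min. Compound added for 30 min; depolarization read as fluorescence intensity at 590 nm.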
# HADH2 inhib: qHTS Assay for Inhibitors of HADH2 (Hydroxyacyl-Coenzyme A Dehydrogenase, Type II); 3-hydroxyacyl-CoA dehydrogenase type-2 (Homo sapiens), Q99714; recombinant HADH2, NADH fluorescence, beta-hydroxybutyryl-CoA; Potency, µM (highest dose often 57.1 µM), inactives show at the highest dose activity change, negative = inhibition, usual class: inhibitors; 73,000 tested, 3.4% active; AID 886, 2007; note: potency is the fitted concentration of half-maximal effect; % is set by controls: 0 for no effect and ±100 for the full control effect; nearly all actives have a fitted effect of over 60% in size; many of its hits are not listed in these tables
#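 Buffer 100 mM Tris-HCl pH 9.0/0.01% Tween-20; HADH2 20 nM; NAD+ 1 mM; beta-hydroxybutyryl-CoA 90 uM (all final). 15 min cpd preincubation, RT.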
# Tau filament bind: qHTS Assay for Tau Filament Binding; recombinant tau filaments, thioflavin S fluorescence, 15 h; filaments grown with octadecylsulfate alongside compound; Potency, µM (highest dose often 57.1 µM), without a hit: top-dose activity change, negative = inhibition; 71,000 tested, 2% active; Microtubule-associated protein tau (Homo sapiens), P10636; AID 596, 2007;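 note: potency is the fitted concentration of half-maximal effect; % is set by controls: 0 for no effect and ±100 for the full control effect; actives lower thioflavin S fluorescence by blocking filaments or displacing dye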
#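 Assay mix: 1 uM His-tagged tau, 30 uM sodium octadecylsulfate, thioflavine S dye in HEPES/NaCl/DTT buffer. Compound is added prior to the inducer. Fluorescence after 15 h at 37 C.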
# Casp1 inh: qHTS Assay for Allosteric/Competitive Inhibitors of Caspase-1 | P29466 | Caspase-1 enzyme, Ac-WEHD-AFC fluorogenic rate | Potency, µM (series often up to 57.5 µM), for the others: at the highest dose activity change, negative = inhibition, usual class: inhibitors | 75,000 tested, 0.03% active;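 note: potency is the fitted concentration of half-maximal effect; plate controls were vehicle for no effect and no substrate for full effect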
# Casp7 inh: qHTS Assay for Allosteric/Competitive Inhibitors of Caspase-7; recombinant caspase-7, Ac-DEVD-AFC fluorescence rate; 75,000 tested, 0.02% active; AID 889, 2007; Potency, µM (doses to about 57.5 µM), inactives show top-dose activity change, negative = inhibition, actives largely listed as inhibitors; P55210; active = well fitted inhibition curve with a large enough effect in the main read-out, with a control signal flat, not every such curve was filed as active; inconclusive = small, poorly fitted or top-dose-only effect, or a change in a side signal; note: potency is the fitted concentration of half-maximal effect; % of control where 0% means no effect
# USP2a inh: qHTS Assay for Inhibitors of Ubiquitin-specific Protease USP2a; 60,000 tested, 0.1% active; Potency, µM (series often up to 38.3 µM), for inactives: top-dose activity change, negative = inhibition, most hits filed as inhibitors; USP2a enzymatic assay, qHTS inhibition; Ubiquitin carboxyl-terminal hydrolase 2 (Homo sapiens), O75604; AID 927, 2007;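 note: potency is the fitted concentration of half-maximal effect; nearly all actives have a fitted effect of over 60% in size; plate controls were DMSO for no effect and NEM full inhibition control for full effect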
#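 Coupled readout: USP2-cleaved Ub-PLA2 (20nM final) turns over NBD C6-HPC (20uM final), Ex 460nm/Em 535nm after 2.5 h, time-zero read flagging artifacts. Enzyme (20nM final, pH 8.0 Tris) given 30 min RT with compound first; NEM defines full inhibition.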
# The depositor's hits bear a star; i = inactive; u = inconclusive; x = no result given; [ ] = remark or other dose. Unless noted, calls come from the whole dose curve; as a rule, active = well fitted curve in the direction sought with a large enough effect; inconclusive = small, poorly fitted or top-dose-only effect, or another doubt; inactive = no such curve, though single readings can be large; an effect the other way counts as inactive or inconclusive.
Molecule,Rhodamine fluor,Pol III holo inh,BRCT PPI green,ALOX15 inhib,BRCT inh red,HEK293 cAMP ctrl,HADH2 inhib,Tau filament bind,Casp1 inh,Casp7 inh,USP2a inh
CC(C)(C)C1CCC2(CC1)NC(CO)(CO)CO2 (stereo not drawn),i,9.9%,-2.7%,0.1%,-1.7%,1.0%,-6.7%,-3.4%,3.3%,-0.8%,-16.8%
CN(C)c1nc(Oc2ccc(/C=N/O)cc2)nc(N(C)C)n1,x,-1.8%,0.6%,-10.5%,-2.3%,24.1%,-2.9%,14.2%,-3.2%,-1.1%,3.7%
Cc1nc2c(s1)sc1ccccc12,i,-1.3%,-3.5%,-2.9%,-0.6%,1.8%,7.1%,-6.1%,-0.2%,1.3%,-5.3%
CCc1nnc(NC(=O)c2ccc(COc3ccc(C)cc3)o2)s1,i,0.7%,-2.3%,-7.7%,-0.8%,2.9%,-8.3%,5.4%,-1.2%,0.3%,x
Cc1ccc(NC(=O)CSc2nnc(-c3ccccn3)n2C)cc1,i,1.5%,-1.2%,-1.1%,1.3%,0.8%,7.6%,2.8%,-0.9%,-0.8%,8.0%
CCOCCCNC(=O)c1ccc(CS(=O)(=O)Cc2cccc(C)c2)o1,i,-3.6%,-0.5%,5.4%,-3.3%,2.1%,-7.5%,2.0%,-0.5%,1.2%,5.7%
CCCN1CCN(CCCNC(=O)C2CCN(c3nnc(-n4cccc4)s3)CC2)CC1,i,4.7%,-0.1%,14.8%,0.8%,-0.9%,-0.9%,9.1%,1.2%,-1.0%,1.4%
CCCOn1nnnc1-c1ccccc1,i,-6.0%,-2.8%,1.3%,-0.2%,0.4%,2.0%,5.4%,-1.6%,0.2%,2.6%
C/C(N)=C(/C#N)C(=O)COc1ncnc2ccc(Br)cc12,i,-3.0%,-1.1%,-0.7%,-8.2%,-3.6%,0.8%,7.7%,0.5%,-1.9%,-7.5%
COc1ccc(CSc2nnc(N)s2)cc1F,i,-6.7%,-0.6%,-0.2%,1.0%,15.9%,-11.0%,5.8%,-1.4%,1.8%,2.9%
CCN=C1SC(C(=O)Nc2cccc(OCC)c2)CC(=O)N1CC (stereo not drawn),i,-5.1%,-0.1%,5.9%,-1.8%,-11.2%,8.5%,-9.5%,1.9%,0.2%,7.9%
CC1Cc2ccccc2N1C(=O)CN1CCc2ccccc2C1 (stereo not drawn),i,-5.0%,1.3%,2.0%,-0.6%,12.2%,4.2%,-7.7%,-0.5%,-1.0%,10.1%
CCn1c(SCC(=O)Nc2cccc(NC(C)=O)c2)nnc1C(C)C,i,-2.1%,-1.1%,-7.7%,-0.6%,6.4%,20.7%,-9.6%,-1.2%,-0.7%,12.9%
Cc1ccccc1-n1c(C)nnc1SCC(=O)N1CC(=O)Nc2ccccc21,i,-2.4%,-1.4%,0.2%,-1.1%,-5.5%,5.0%,0.7%,1.6%,-1.0%,-3.7%
Cc1cc(NC(=O)c2cc(C)on2)no1,i,-2.9%,0.7%,1.3%,-0.1%,5.2%,2.6%,6.6%,1.2%,-0.5%,-6.6%
CCCC(C(=O)NC1CCCCC1)N(CC1CCCO1)C(=O)CNS(=O)(=O)c1ccc(F)cc1 (stereo not drawn),i,-7.9%,-1.0%,-4.8%,1.7%,29.2%,18.8%,-20.5%,-1.9%,-1.8%,13.1%
COC(=O)[C@H](Cc1ccccc1)NC(=O)NCc1ccc(S(N)(=O)=O)cc1,i,-0.6%,-1.2%,-4.3%,1.5%,-0.4%,5.7%,-3.6%,-0.5%,-0.5%,5.6%
COc1cc2c(C(=O)NCc3ccc(C)o3)cn(CC(C)C)c(=O)c2cc1OC,i,-4.0%,2.1%,-2.0%,0.2%,12.7%,-0.2%,5.0%,2.8%,-3.0%,19.6%
N#CC1(c2nc3ccccc3[nH]2)CC1c1ccc2c(c1)OCO2 (stereo not drawn),i,1.8%,1.2%,-6.7%,-0.4%,11.9%,-11.4%,4.2%,1.5%,-0.2%,6.3%
CCCCN(CC)CCCNC(=O)Cn1nc(Cc2ccncc2)c2ccccc2c1=O,i,-2.8%,0.1%,0.7%,0.5%,1.4%,4.4%,3.1%,0.5%,0.8%,9.1%

# The closing 2 compounds of the part before come first, to join the parts:
Molecule,Rhodamine fluor,Pol III holo inh,BRCT PPI green,ALOX15 inhib,BRCT inh red,HEK293 cAMP ctrl,HADH2 inhib,Tau filament bind,Casp1 inh,Casp7 inh,USP2a inh
N#CC1(c2nc3ccccc3[nH]2)CC1c1ccc2c(c1)OCO2 (stereo not drawn),i,1.8%,1.2%,-6.7%,-0.4%,11.9%,-11.4%,4.2%,1.5%,-0.2%,6.3%
CCCCN(CC)CCCNC(=O)Cn1nc(Cc2ccncc2)c2ccccc2c1=O,i,-2.8%,0.1%,0.7%,0.5%,1.4%,4.4%,3.1%,0.5%,0.8%,9.1%
O=C(c1ccncc1)N1CCC2(CCCN(c3cccc(-c4ccccc4)c3)C2)CC1,i,8.6%,11.7%,u,1.3%,-0.1%,-4.0%,64.7%,-5.7%,-6.9%,152.5%[activator]
COc1ccc2c(c1)CCc1c(C(=O)NC3CCCCC3)noc1-2,i,-1.8%,-5.9%,10.0%,-0.7%,u,13.1%,1.7%,0.1%,-1.1%,4.7%
CC(=O)N(c1ccc2oc(=O)sc2c1)S(=O)(=O)c1cccs1,i,-2.0%,-2.7%,10µM*,-1.3%,-14.9%,u,-11.1%,-1.9%,2.3%,x
CCOc1cc(S(=O)(=O)NCC2OCCc3ccccc32)c(OCC)cc1-n1cnnn1 (stereo not drawn),i,-3.9%,-2.3%,7.4%,-0.7%,-12.6%,u,-0.1%,-2.9%,0.8%,11.8%
S=C(Nc1ccc2c(c1)Cc1ccccc1-2)Nc1ccc2c(c1)Cc1ccccc1-2,i,-7.5%[11.4 µM],-2.9%[15.4 µM],-1.1%[11.4 µM],0.5%[15.4 µM],-3.1%[11.4 µM],-2.4%[11.4 µM],-17.0%[11.4 µM],1.7%[11.5 µM],-1.1%[11.5 µM],x
O=C(Nc1nc2c(ccc3ccccc32)s1)c1ccco1,i,-6.9%,-2.0%,u,1.7%,14.5%,u,16.5%,-3.5%,-4.9%,-2.1%
COCCNc1nc(C)nc2c1nc(-c1ccccc1)n2CCN(C)C,x,-3.3%,-1.2%,-19.2%,0.1%,7.8%,u,-8.9%,-3.2%,-0.9%,x
O=C(CSc1nnc(-c2ccc(Cl)s2)o1)N1CCCc2ccccc21,i,-3.0%,0.2%,-11.7%,0.3%,3.98µM*,26.0%,14.1%,-0.4%,-3.0%,0.9%
O=C(c1ccc(Cl)s1)N1CCN(c2ccccc2)CC1,x,-1.1%,2.0%,8.3%,-3.1%,28.4%,12.5%,-11.2%,-4.6%,0.6%,x
O=C(CCN1C(=O)C2C3C=CC(C3)C2C1=O)N1CC(=O)N(CCc2ccccc2)C(=O)C1 (stereo not drawn),i,5.8%,-1.1%,9.2%,-0.3%,11.2%[2.29 µM],7.2%,3.7%,0.8%,3.5%,4.7%
COc1ccc(OC)c(S(=O)(=O)N2c3cc(F)ccc3CCC2C)c1 (stereo not drawn),i,-2.2%,-5.6%,-7.6%,-0.5%,u,-0.9%,-0.8%,-2.5%,-1.4%,-1.2%
COc1cc(NC(=O)N[C@H](C(=O)O)C(C)C)cc(OC)c1,i,2.9%,-0.8%,-6.4%,-0.4%,11.5%,2.5%,2.2%,0.6%,-0.6%,-2.4%
Cc1cc(-n2c(C)cc(C(=O)CSc3ncnc4ccccc34)c2C)no1,i,4.4%,3.5%,-7.5%,-1.0%,7.94µM*,-4.3%,-7.7%,u,-20.2%,27.9%

# Screening results deposited in PubChem by National Center for Advancing Translational Sciences (NCATS).

# An excerpt (hit frequency here may not be typical).
